Screening results (PubChem BioAssay)
CAL PDZ FP-1: CAL PDZ (human) peptide binding inhibition; inhibition, % at 24.9 µM; AID 602252; purified CAL PDZ, TMR-peptide fluorescence polarization, 1 h; 0.92% of 300,000 active;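 active = mean inhibition of at least 30% with at least half of replicates also reaching 30%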;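 also: 0% = DMSO neutral control and 100% = excess unlabeled competitor peptide PRC23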
CAL PDZ FP-2: human CAL PDZ-peptide interaction inhibition; purified CAL PDZ, TMR-peptide fluorescence polarization, 1 h; inhibition, % at 20 µM; 0.02% of 330,000 active; AID 504414;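 active = highest replicate inhibition of at least 40%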;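 also: plate controls were DMSO neutral control wells for no effect and unlabeled competitor peptide control wells for full effect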
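Read-out basis: mP drop reported as inhibition | Assay system: Tagged CAL PDZ protein CerCALP, purified | Benchmarks: Unlabelled peptide for full inhibition, DMSO wells as neutral | Schedule: 1 h incubation at room temperature before polarization reading | Buffer or medium: Sodium phosphate/NaCl buffer pH 7.4 with TCEP, IgG, Thesit | Doses: Single point, 20 µM | Measured by: Fluorescence polarization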
phage Ecoli inh: E. coli growth loss with phage present; growth absorbance; inhibition, % at 11.9 µM; 0.26% of 360,000 active; AID 651602; in the data active = inhibition above about 11%
Wnt act: activates Wnt/beta-catenin signaling in a reporter cell assay; activator, plate reader; activation, % at 9.35 µM; 1.2% of 300,000 active; AID 743398; in the data active = activation above about 30%, passing the limit was not always enough;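 also: 0% = neutral control wells and 100% = positive control wells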
Ecoli viability: reduces bacterial viability in AddAB counter-screen. inhibition, % at 11.9 µM. E. coli V3065 growth, OD600 absorbance, 18 h. 0.27% of 330,000 active. AID 449728;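 active = inhibition above the campaign's mean inhibition across all tested compounds plus 3 SD, cut at about 9.9% in these data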;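 also: uninfected addAB+ strain grown without phage in ampicillin broth; 0% = DMSO wells and 100% = ciprofloxacin 0.95 µg/ml wells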
Tat export inh: inhibitors of E. coli Tat protein transport; E. coli MC4100 TorA-mCherry Tat export, fluorescence; inhibition, % at 10 µM; 0.036% of 340,000 active; AID 488895;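 active = mean replicate inhibition at least 50% and at least half of replicates individually reaching 50%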;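 also: exported cargo escapes ClpAP degradation while cytoplasmic cargo is degraded and loses fluorescence; 0% = median of neutral control wells and 100% = median of NaSCN control wells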
MITF TRPM1 HTS: activators of MITF-driven TRPM1 promoter activity in SK-MEL-5 cells | SK-MEL-5 TRPM1-promoter luciferase, 24 h; % of positive control, neutral wells = 0 | activation, % at 12.5 µM | 0.75% of 300,000 active | AID 588334;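 active = mean activation of at least 80% with every replicate also reaching 80%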;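 also: 0% = neutral control wells and 100% = parthenolide positive control wells; values of inactives mirror those of a sister screen read the other way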
AddAB inh: less growth of phage-infected E. coli with AddAB | E. coli expressing H. pylori AddAB, absorbance growth | inhibition, % at 11.9 µM | 0.29% of 330,000 active | AID 435030; in the data active = inhibition above about 12%;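 also: 0% = vehicle wells of infected cells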
SR-BI DiI-HDL act: SR-BI HDL lipid transfer activation | activation, % at 12.5 µM | AID 504775 | CHO ldlA[mSR-BI] cells, DiI-HDL uptake fluorescence, 3 h; 100 = double the neutral-control signal | 0.096% of 320,000 active;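 active = mean replicate activation of at least 60% and every replicate at or above 60%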;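 also: 0% = median plate neutral-control signal and 100% = twice that signal; values of inactives mirror those of a sister screen read the other way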
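system = CHO ldlA[mSR-BI] cells, LDL receptor-null, SR-BI overexpressing | medium = Ham's F12 with 0.5% BSA, HEPES 25 mM, pH 7.4 | probe or stimulus = DiI-HDL 10 µg/mL | compound dosing = single-point compound dose | incubation = compound exposure 3 h, 37 °C | technique = DiI fluorescence, bottom read | read-out = cell-associated DiI fluorescence as measure of HDL uptake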
SR-BI DiI inh: mouse SR-BI HDL lipid transfer inhibition; inhibition, % at 12.5 µM; 0.96% of 320,000 active; AID 488896; Q61009; ldlA[mSR-BI] CHO cells, DiI-HDL uptake fluorescence, 3 h;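 active = mean replicate inhibition of at least 70% and a set share of replicates each scoring 70 or more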;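 also: 0% = median of neutral control wells and 100% = median of positive control wells; values of inactives mirror those of a sister screen read the other way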
Target sequence (Q61009 whole entry, looked up): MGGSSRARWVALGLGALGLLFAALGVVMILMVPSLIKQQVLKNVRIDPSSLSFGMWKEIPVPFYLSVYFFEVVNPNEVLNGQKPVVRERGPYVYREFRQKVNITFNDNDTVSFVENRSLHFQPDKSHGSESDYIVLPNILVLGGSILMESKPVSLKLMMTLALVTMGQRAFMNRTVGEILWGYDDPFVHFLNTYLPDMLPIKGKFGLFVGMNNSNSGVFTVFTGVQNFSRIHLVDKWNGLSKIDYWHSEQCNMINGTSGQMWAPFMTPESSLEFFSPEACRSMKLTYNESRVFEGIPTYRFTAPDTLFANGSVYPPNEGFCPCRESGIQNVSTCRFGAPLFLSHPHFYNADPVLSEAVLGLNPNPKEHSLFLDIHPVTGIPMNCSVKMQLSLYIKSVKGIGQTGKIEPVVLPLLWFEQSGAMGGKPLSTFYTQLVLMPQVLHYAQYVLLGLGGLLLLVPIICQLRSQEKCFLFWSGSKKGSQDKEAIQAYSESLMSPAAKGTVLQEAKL
An asterisk follows results filed as active; . = not tested or not shown. An unsorted share of the library, and some 3.6% of all compounds hit somewhere here.

Below each SMILES: CAL PDZ FP-1	CAL PDZ FP-2	phage Ecoli inh	Wnt act	Ecoli viability	Tat export inh	MITF TRPM1 HTS	AddAB inh	SR-BI DiI-HDL act	SR-BI DiI inh
- O=C(COc1ccc(S(=O)(=O)NC2CCCCC2)cc1Cl)NCc1ccc2c(c1)OCO2
  -1	-3.0	3.3	1	-3.9	9	3	-0.3	-37	37
- CCN(CC)C(=O)CSc1nnc(CNc2ccc(F)cc2)n1-c1ccccc1
  -1	-1.3	2.8	-1	-2.1	1	12	-2.5	-8	8
- CCOC1(NC(=O)c2ccccc2)C(C)=CC(=O)C=C1C
  -3	-3.7	1.4	-2	-1.6	-19	.	1.7	16	-16
- COc1cc(OC)cc(C(=O)NNC(=O)c2cc3c(s2)CCCC3)c1
  -4	-0.7	1.2	-2	-0.2	5	-6	3.4	-6	6
- Cc1nc2ccc(S(=O)(=O)NCC(=O)Nc3cccc(F)c3)cc2s1
  .	-0.1	2.9	-1	-1.0	-2	-3	0.7	28	-28
- COc1ccc(-c2csc(NC(=O)Cc3cc(OC)c(OC)c(OC)c3)n2)cc1OC
  -3	-4.1	1.7	3	-0.1	6	.	-0.6	.	.
- NCC(O)CN(c1ccccc1)c1ccccc1 (centres undefined)
  -1	0.4	3.5	-3	-0.4	-8	1	1.2	-6	6
- CC(C)Sc1nnc([C@H](Cc2c[nH]c3ccccc23)NC(=O)OC(C)(C)C)o1
  2	0.4	2.6	-5	0.6	9	.	-0.7	-21	21
- CC(C)Oc1cc2oc(=O)c3c(c2cc1Cl)CCC3
  -3	0.1	0.9	.	-1.4	-10	20	0.3	-20	20
- CCOCCCNc1nc2c(c(=O)[nH]c(=O)n2C)n1CCCc1ccccc1
  2	-0.7	0.9	7	-0.5	-6	.	2.4	21	-21
- COc1ccccc1CNC(=O)/C=C/c1cc2c(cc1Br)OCO2
  -1	0.2	3.4	.	-0.7	-10	6	3.5	-13	13
- CC(=O)c1ccc(N2Cc3ccccc3/C2=N\C(=O)Nc2ccc(Cl)cc2)cc1
  -1	-0.6	3.7	.	0.9	2	61	2.2	-43	43
- Cn1nccc1C(=O)Nc1sc2c(c1C(N)=O)CCCC2
  -25	-0.3	3.5	.	-2.0	-3	19	0.0	-38	38
- CC(C)OC(=O)Cc1nc2sc(-c3ccccc3)cc2c(=O)[nH]1
  0	-0.3	0.7	12	-0.7	1	.	-1.4	-6	6
- Cc1oc(-c2cccc(Cl)c2)nc1CN1CCC(C(=O)N2CCN(c3ccccc3F)CC2)CC1
  -2	-1.6	0.2	-18	-0.3	-5	-5	-1.2	-3	3
- Cc1nn(Cc2ccc(F)cc2)c(C)c1NC(=O)c1noc2c1CCc1ccccc1-2
  .	-0.2	1.3	-1	-1.0	-6	.	1.6	-11	11
- CCC(C)NC(=O)Cn1cnc2sc(C)cc2c1=O (centres undefined)
  1	0.7	1.1	-2	-1.1	-5	6	0.6	0	0
- N#Cc1cc2ccc(N3CCOCC3)cc2cc1C#N
  -3	-1.1	2.4	2	-2.5	2	-18	1.6	-32	32
- COc1ccc(C2SCC(=O)N2c2ccc(C)cc2)cc1 (centres undefined)
  1	-0.8	0.9	-1	.	7	-9	.	29	-29
- O=C(c1ccccc1-c1nc(-c2ccccc2)no1)N1CCOCC1
  .	-2.0	1.8	.	-2.5	3	-4	0.2	34	-34
- O=C(O)c1ccc(Cn2cnc3scc(-c4ccccc4)c3c2=O)cc1
  .	-2.6	3.2	-1	-0.7	-9	3	-0.3	12	-12
- N#CCOc1ccccc1/C=C/c1nc2ccccc2c(=O)[nH]1
  -5	-1.3	1.7	5	0.1	23	60	2.9	-6	6
- COc1cccc(-n2c(COc3ccc(C)cc3)nnc2SCC(=O)O)c1
  -1	-2.7	-0.5	.	-0.3	-7	7	5.8	1	-1
- O=C(COC(=O)CNS(=O)(=O)/C=C/c1ccccc1)Nc1cc(S(=O)(=O)N2CCCCC2)ccc1Cl
  -2	-2.7	1.9	-2	-2.3	5	-1	0.8	-20	20
- COc1ccc(NC(=O)CSc2nnc(C3CC3)n2-c2ccccc2)cc1
  .	-2.2	1.8	.	0.5	9	-5	-0.8	-1	1
- O=C1/C(=C/c2ccncc2)N=C2CCCCCN12
  4	-2.0	0.5	0	1.2	-8	9	2.0	.	.
- CCCCCCCCNS(=O)(=O)CCNCc1ccc(OC)cc1
  -4	-0.8	1.7	-1	.	5	1	.	.	.
- COc1cc(OC)cc(C(=O)NC(C(=O)Nc2ccc(N3CCOCC3)cc2)C(C)C)c1 (centres undefined)
  1	-2.6	0.2	2	.	-1	-5	.	2	-2
- O=S(=O)(Nc1cc(S(=O)(=O)N2CCOCC2)ccc1N1CCCC1)c1cccs1
  .	-0.1	1.4	-1	2.4	4	2	2.2	13	-13
- Cc1ccc(-n2[nH]c(C)c(C=Nc3ccc(S(=O)(=O)Nc4nccs4)cc3)c2=O)cc1C
  -2	0.0	9.2	-1	8.0	-6	7	11	-9	9
- COc1cc2cc(C(=O)N[C@@H](Cc3ccccc3)C(=O)O)n(C)c2c(OC)c1OC
  3	0.2	2.0	-2	-3.8	-9	-3	-0.2	1	-1
- Cc1ccc(OCCCCCCN2CCNCC2)cc1
  .	-0.2	0.2	6	0.2	2	.	4.2	-10	10
- O=C1NC(c2ccccc2)Nc2c1sc(=S)n2-c1ccccc1 (centres undefined)
  1	-7.9	3.0	-2	-0.6	4	2	3.7	-7	7
- Cc1cc(C)nc(NC(=O)c2ccc([N+](=O)[O-])o2)n1
  -4	-0.7	4.2	0	-1.0	-4	-12	4.1	-1	1
- O=C(Nc1ccc(F)cc1)N(Cc1nnc2n1CCCCC2)c1ccccc1
  1	.	1.6	-1	-2.9	1	6	3.8	28	-28
- CC(C)Cn1c(SC(C)C(=O)NCC2CCCO2)nc2ccc(Cl)cc2c1=O (centres undefined)
  -6	-0.6	3.5	-8	1.4	1	1	1.7	17	-17
- COc1cccc(OC)c1C(=O)N1CCN(Cc2cccnc2)CC1
  -5	-2.0	-2.5	-1	-0.7	-8	.	0.8	7	-7
- Cc1ccc(C)c(C(=O)Cn2c(NCCO)nc3ccccc32)c1
  -4	2.7	-2.4	2	-0.5	3	2	-1.3	7	-7
- Cc1ccc(S(=O)(=O)NCC2(c3ccccc3)CCN(C)CC2)cc1
  -3	-0.1	-1.7	0	.	2	.	.	22	-22
- COCCNC(=O)CN1CCN(C(c2ccccc2)c2ccccc2)CC1
  0	-2.6	-0.1	-1	0.4	1	10	-0.1	4	-4
- COC(=O)C1=CN(Cc2ccc(OC)cc2)C=C(C(=O)OC)C1c1ccc(O)c(OC)c1
  11	18	-0.6	-2	-1.0	6	.	0.6	5	-5
- CCOC(=O)/C(C#N)=C/c1cc(C)n(-c2ccc(C)cc2)c1C
  0	0.5	-0.6	.	-0.3	11	93*	1.8	-6	6
- Cc1cc(NC(=O)C(C)Sc2nc(-c3ccccc3)cc(=O)[nH]2)no1 (centres undefined)
  -3	-2.6	0.1	-2	-0.7	-1	-3	1.7	.	.
- CCC(C(=O)NCC1CCCO1)N(Cc1ccccc1)C(=O)CNS(=O)(=O)c1ccccc1 (centres undefined)
  -1	-0.3	3.0	-3	0.2	4	7	2.7	1	-1
- O=C(NCc1ccc(Cl)cc1)C(=O)c1c[nH]c2ccccc12
  -3	-1.9	3.9	-1	0.3	5	13	1.1	10	-10
- CC(=O)N1CCc2cc(Br)cc(S(=O)(=O)N3CCCCCC3)c21
  0	-2.7	0.2	.	-1.4	0	-2	1.1	-20	20
- COc1nc(N)nc(CC(=O)C2CC2)n1
  -3	1.0	1.4	.	-1.9	7	0	1.1	10	-10
- CCOc1cc(C2C(C(=O)OC)=C(C)N=C3SC(C)C(=O)N32)ccc1OC(C)=O (centres undefined)
  -2	0.0	-0.2	-1	0.1	3	6	-0.8	14	-14
- O=C(CCNS(=O)(=O)c1ccc(Br)cc1)NCc1ccco1
  -1	1.8	-1.5	-2	-1.1	5	0	-0.9	4	-4
- COc1nc(OC)nc(N2CCC(C(=O)Nc3cccc4c3CCCC4)CC2)n1
  .	-0.1	2.2	.	-2.4	-4	11	-0.7	11	-11
- Cc1ccc(Sc2ccc(N)cn2)cc1
  .	-2.5	1.5	2	0.3	5	.	-1.3	9	-9
- Cc1nc2c(S(=O)(=O)c3ccccc3)cnn2c(C)c1C
  2	-0.5	3.3	-3	-1.2	8	3	1.9	3	-3
- S=C(c1ccc(-c2ccccc2)o1)N1CCCCC1
  55*	-0.6	3.4	17	-0.7	1	100*	-0.2	-3	3
- O=C(NC1CCCCC1)c1ccc(COCC(F)(F)F)o1
  2	-3.7	0.3	.	-1.5	-2	-2	-0.3	3	-3
- CCC(C)C1NC(=S)N(C2CCCCC2)C1=O (centres undefined)
  -5	-1.1	1.7	.	2.7	3	5	1.3	-7	7
- CC(=O)c1cn(-c2ccc(Cl)cc2)c(=O)n(Cc2ccc(F)cc2)c1=O
  3	-0.9	4.2	-1	2.9	1	-4	-0.9	-26	26
- CCOC(=O)c1cc(-c2ccccc2)n(CC(=O)Nc2cc(OC)cc(OC)c2)c1C
  -6	0.5	-0.2	-5	-2.2	7	-3	1.2	4	-4
- CC(=O)c1cccc(OCc2cc(C(=O)N(C)Cc3cnccn3)no2)c1
  -4	-2.4	-0.9	13	0.6	-1	96*	1.8	3	-3
- C=CCn1c(Oc2ccccc2F)nc2c1c(=O)n(C)c(=O)n2C
  -4	-2.0	2.2	-2	0.5	17	-1	1.3	19	-19

Sorted by the number under Tat export inh (largest number first): some entries from above.
mol	CAL PDZ FP-1	CAL PDZ FP-2	phage Ecoli inh	Wnt act	Tat export inh	MITF TRPM1 HTS	AddAB inh	SR-BI DiI-HDL act	SR-BI DiI inh
Cc1nc2c(S(=O)(=O)c3ccccc3)cnn2c(C)c1C	2	-0.5	3.3	-3	8	3	1.9	3	-3
S=C(c1ccc(-c2ccccc2)o1)N1CCCCC1	55*	-0.6	3.4	17	1	100*	-0.2	-3	3
CC(C)Oc1cc2oc(=O)c3c(c2cc1Cl)CCC3	-3	0.1	0.9	.	-10	20	0.3	-20	20

Only SR-BI DiI-HDL act and CAL PDZ FP-1 (3 entries from above):
SMILES | SR-BI DiI-HDL act | CAL PDZ FP-1
O=C(NC1CCCCC1)c1ccc(COCC(F)(F)F)o1 | 3 | 2
CCC(C)C1NC(=S)N(C2CCCCC2)C1=O (centres undefined) | -7 | -5
CC(=O)c1cn(-c2ccc(Cl)cc2)c(=O)n(Cc2ccc(F)cc2)c1=O | -26 | 3
